High-throughput results from PubChem.
APP transl inh – APP translation inhibition | SH-SY5Y APP 5'UTR-luciferase reporter, luminescence | inhibition, % at 2 µM | 190,000 compounds, 0.82% hits;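 active = inhibition above a set limit, derived from the sample mean plus 3 SD, cut at about 45% in these data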; note: values of inactives mirror those of a sister screen read the other way
APP 5'UTR act – activates APP 5'UTR luciferase reporter. 190,000 compounds, 1% hits. AID 1276. activation, % at 2 µM. SH-SY5Y APP 5'UTR luciferase reporter, luminescence; zero percent = DMSO vehicle wells;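 active = activation above a set limit, based on mean plus 3 SD of controls, cut at about 140% in these data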; note: values of inactives mirror those of a sister screen read the other way
DTT redox prof – compounds producing H2O2 with reducing agent – biochemical, NIH compound library profiling, artefact control for MLSCN library redox annotation, primary screen. DTT-dependent redox cycling H2O2, phenol red/HRP absorbance; 100% = 100 µM peroxide control, 0% = buffer. 200,000 compounds, 0.03% hits. activation, % at 10 µM. AID 878;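 active = activation of at least 50% relative to the plate's high and low controls in the primary single-dose screen; inactive = activation below 50%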;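 note: compound incubated with DTT at 0.8 mM final as the reducing agent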
STAT1 activator – activators of IFN-gamma induced STAT1 signaling; NIH 3T3 STAT1-luciferase reporter, luminescence; 100% = IFN-gamma alone, no compound; activation (% of control), % at 5.5 µM; 200,000 compounds, 2.6% hits;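 active = activation above the screen-wide mean activation plus 3 SD, cut at about 130% in these data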;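 note: raw ratio to IFN-gamma control signal so 100% means no change and 0% no light; values of inactives mirror those of a sister screen read the other way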
NF-kB expr up – NF-kB expression increase, human neuronal cells; NF-kB reporter expression; active compounds read high; fold change at 12.5 µM; 190,000 compounds, 1.6% hits; AID 1239; in the data active = fold change above about 3.3
G6PDH counter – L. mesenteroides G6PDH inhibition counter-screen; Purified L. mesenteroides G6PDH, diaphorase/resazurin coupled fluorescence, 45 min; inhibition, % at 5 µM; 200,000 compounds, 0.12% hits; AID 1020; in the data active = inhibition above about 50%
HMGR II inh – E. faecalis class II HMG-CoA reductase inhibition; purified E. faecalis HMGR, NADPH absorbance 340 nm kinetic; inhibition, % at 10 µM; 190,000 compounds, 0.41% hits; AID 1066;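 active = inhibition above a set limit, the median over all tested compounds plus 3 SD, cut at about 9.5% in these data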;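 note: enzyme runs in reverse so mevalonate oxidation gives rising NADPH absorbance; 0% = complete reaction with DMSO and 100% = background rate lacking mevalonate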
FLuc inh counter – counter-screen for luciferase assay inhibitors: firefly luciferase inhibition | P08659 | inhibition, % at 10 µM | AID 1006 | 200,000 compounds, 1.5% hits | ATPLite firefly luciferase biochemical luminescence, 10 min;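 active = inhibition above about 50% when tested at 10 µM, limit read from the data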
Target sequence (P08659 whole entry, looked up): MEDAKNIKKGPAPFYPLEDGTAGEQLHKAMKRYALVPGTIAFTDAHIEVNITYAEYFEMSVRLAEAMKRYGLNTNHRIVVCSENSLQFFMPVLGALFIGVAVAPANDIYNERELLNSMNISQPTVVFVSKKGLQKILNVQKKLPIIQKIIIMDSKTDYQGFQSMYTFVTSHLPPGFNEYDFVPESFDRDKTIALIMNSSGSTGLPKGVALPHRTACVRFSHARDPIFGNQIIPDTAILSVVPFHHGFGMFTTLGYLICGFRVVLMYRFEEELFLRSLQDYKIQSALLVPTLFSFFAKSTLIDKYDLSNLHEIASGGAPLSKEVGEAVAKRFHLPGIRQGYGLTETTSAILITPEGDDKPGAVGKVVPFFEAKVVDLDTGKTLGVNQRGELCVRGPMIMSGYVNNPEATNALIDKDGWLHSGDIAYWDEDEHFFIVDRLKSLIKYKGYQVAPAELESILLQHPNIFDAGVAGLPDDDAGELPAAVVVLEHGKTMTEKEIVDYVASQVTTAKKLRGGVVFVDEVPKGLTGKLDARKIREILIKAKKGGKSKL
FLuc act counter – firefly luciferase counter-screen for stimulation assays; P08659; ATPlite luciferase biochemical, luminescence, 10 min; 0 = ATP-free wells, 1 = DMSO control; activation factor at 10 µM; 200,000 tested, under 10 active; AID 1027;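 active = luciferase activation factor, scaled between plate controls, of at least 2 with compound at 10 µM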
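Material: luciferase plus luciferin reagent, cell-free. Medium: PBS buffer for ATP. Also added: ATP substrate, dispensed from a 10.24 µM working solution in PBS. Doses: test compounds dosed from 2 mM stocks in 100% DMSO. Incubation: 10 min post-reagent at room temperature. Technique: light output (luminescence). Read-out basis: luminescence gain marking luciferase activators.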
Hsp70 act – Hsp70 transcriptional activation, primary screen | HeLa Hsp70 promoter luciferase reporter, luminescence; scaled: vehicle 0, proteasome-inhibitor control 100% | activation, % at 10 µM | 200,000 compounds, 0.04% hits | AID 1203;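 active = activation above the mean across all tested compounds plus 3 SD, cutoff set per campaign, cut at about 5.5% in these data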;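 note: 100% = MG132 at 30 µM as the positive control and 0% = DMSO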
Numbers without * were called inactive; . = not tested or not shown.

compound | APP transl inh | APP 5'UTR act | DTT redox prof | STAT1 activator | NF-kB expr up | G6PDH counter | HMGR II inh | FLuc inh counter | FLuc act counter | Hsp70 act
CC12CC(NC(=O)N1c1cccc(C(=O)N3CCN(c4ccccn4)CC3)c1)c1ccccc1O2 (centres undefined) | 5.7 | -5.7 | 0.2 | 98.6 | 0.73 | 2.3 | 0.5 | -16.8 | 1.2 | -0.2
Cc1ccc(SCCC(=O)N2CCOCC2)cc1 | -20.9 | 20.9 | 1.9 | 114.2 | 1.89 | -0.1 | -4.9 | -1.4 | 1 | -0.2
Cc1ccc(S(=O)(=O)N(CC(=O)N2CCc3ccccc3C2)c2cccc(Cl)c2)cc1 | -19.1 | 19.1 | -11.8 | 96.8 | 0.79 | 12.0 | . | -6.8 | 1.1 | -0.6
CN(c1ccc(C(=O)Nc2ccc(S(=O)(=O)N3CCCC3)cc2)cc1)S(C)(=O)=O | 2.8 | -2.8 | 0.3 | 100.9 | 0.91 | 16.6 | -5.9 | -4.6 | 1 | -0.2
CC(=O)CCc1oc2ccc([N+](=O)[O-])cc2c1-c1ccc(C)o1 | 6.1 | -6.1 | 0.7 | 93.0 | 0.96 | 22.5 | -2.2 | -7.7 | 1.1 | 0.3
CCn1c(SC)nnc1-c1nn(-c2ccccc2)ccc1=O | 7.6 | -7.6 | 0.4 | 106.8 | 1.08 | 8.0 | -4.4 | -2.9 | 1 | -0.3
O=C(Nc1cccc(-c2cn3ccccc3n2)c1)c1ccccc1 | -16.9 | 16.9 | 0.3 | 112.7 | 1.06 | -2.3 | -10.4 | 31.5 | 0.7 | 0.0
COc1ccc(-n2nc(C(=O)NCC(=O)N3CCN(C)CC3)c3ccccc3c2=O)cc1OC | 5.4 | -5.4 | 0.3 | 101.5 | 1.08 | 3.0 | -2.9 | -2.1 | 1 | 0.1
O=C1CC(N2CCC(c3nc4ccccc4o3)CC2)C(=O)N1c1ccc(Cl)c(C(F)(F)F)c1 (centres undefined) | 3.3 | -3.3 | 1.6 | 96.7 | 1 | 3.9 | -2.8 | -21.6 | 1.2 | 0.0
CC(=O)c1ccc(N(C(=O)c2ccco2)C(C(=O)NC2CCCC2)c2ccc(N3CCOCC3)cc2)cc1 (centres undefined) | 2.6 | -2.6 | -0.3 | 97.0 | 0.9 | 16.2 | 6.7 | -1.2 | 1 | 0.6
O=c1[nH]c2ccccc2c(=O)n1Cc1ccco1 | -6.6 | 6.6 | 1.4 | 99.8 | 1.15 | 0.3 | 1.9 | -7.0 | 1.1 | 0.3
Cc1ccc(Cn2cnc3sc4c(c3c2=O)CCC4)c(C)c1 | 5.4 | -5.4 | 1.4 | 100.0 | 1.27 | -1.9 | -7.4 | -4.2 | 1 | 0.1

Whole records, looked up by structure:
Results for `CCn1c(SC)nnc1-c1nn(-c2ccccc2)ccc1=O` = APP transl inh = 7.6; APP 5'UTR act = -7.6; DTT redox prof = 0.4; STAT1 activator = 106.8; NF-kB expr up = 1.08; G6PDH counter = 8.0; HMGR II inh = -4.4; FLuc inh counter = -2.9; FLuc act counter = 1; Hsp70 act = -0.3
Results for `O=c1[nH]c2ccccc2c(=O)n1Cc1ccco1` = APP transl inh = -6.6; APP 5'UTR act = 6.6; DTT redox prof = 1.4; STAT1 activator = 99.8; NF-kB expr up = 1.15; G6PDH counter = 0.3; HMGR II inh = 1.9; FLuc inh counter = -7.0; FLuc act counter = 1.1; Hsp70 act = 0.3

The listing continues:
compound | APP transl inh | APP 5'UTR act | DTT redox prof | STAT1 activator | NF-kB expr up | G6PDH counter | HMGR II inh | FLuc inh counter | FLuc act counter | Hsp70 act
CCC1(CC)C(=O)NN(c2ccccc2)C1=O | 8.5 | -8.5 | 2.0 | 95.4 | 1.3 | 2.2 | -15.3 | -3.7 | 1 | -0.3
CCOc1ccc(NC(=O)c2sc(NC(C)=O)c(C(=O)OC)c2C)cc1 | 21.1 | -21.1 | 1.0 | 103.5 | 1.23 | 9.8 | -4.4 | -5.9 | 1.1 | -0.2
CCCCNC(=S)NNC(=O)c1csc2c1CCC(C)C2 (centres undefined) | -6.1 | 6.1 | -5.2 | 105.5 | 1.02 | 4.6 | -4.4 | -9.3 | 1.1 | -0.1
O=C(O)C1CCCN1S(=O)(=O)c1ccc2ccccc2c1 (centres undefined) | 11.0 | -11.0 | 0.8 | 99.0 | 1.22 | 6.9 | -5.7 | -1.4 | 1 | -0.2
NC(=O)CCS(=O)(=O)CCN1CCCCC1 | -0.9 | 0.9 | 2.8 | 98.8 | 1.16 | -15.3 | -5.6 | -4.0 | 1 | -0.4
COc1ccc(-c2noc(CSc3ccc(C)cc3)n2)cc1 | 4.8 | -4.8 | 0.5 | 102.0 | 1.04 | 3.7 | -4.1 | -0.6 | 1 | 0.1
Cn1c(=O)c2c(nc(-n3ccnc3)n2Cc2ccc([N+](=O)[O-])cc2)n(C)c1=O | 10.4 | -10.4 | -3.5 | 105.4 | 1.18 | -16.1 | 1.9 | -5.3 | 1.1 | -0.1
Cc1cc(Nc2cc(C)on2)n2ncnc2n1 | 9.3 | -9.3 | -1.3 | 92.3 | 1.31 | -12.0 | -1.9 | -3.4 | 1 | 0.1
c1ccc(OCCOCCSc2ncccn2)cc1 | -20.9 | 20.9 | 1.4 | 106.9 | 1.4 | 1.1 | 4.0 | -1.3 | 1 | -0.2
Cc1cccc(C)c1OCCN1C(=O)NC(C)(c2ccccc2)C1=O (centres undefined) | 8.2 | -8.2 | 0.3 | 104.7 | 0.72 | 5.3 | -2.0 | -3.3 | 1 | 0.0
Cc1cccc(C)c1OCC(=O)Nc1ccc(S(=O)(=O)Nc2ccccn2)cc1 | 6.4 | -6.4 | -0.6 | 103.4 | 0.84 | 0.3 | -1.3 | -3.2 | 1 | -0.2
Cn1c(=S)[nH]c2c(c1=O)C(C)(C)Cc1ccccc1-2 | -39.9 | 39.9 | -0.2 | 99.4 | 1.39 | 5.8 | 3.3 | -0.4 | 1 | 0.4
O=C(/C=C/c1ccc(S(=O)(=O)N2CCOCC2)cc1)NC(=S)NCCCn1ccnc1 | 11.5 | -11.5 | -0.9 | 96.8 | 0.8 | 0.5 | 1.6 | -9.0 | 1.1 | -0.2
O=c1c(F)cn(C2CCCO2)c(=O)n1Cc1ccccc1Cl (centres undefined) | 0.3 | -0.3 | 0.5 | 83.9 | 1.03 | -20.0 | 1.9 | -8.0 | 1.1 | -0.3
O=C(NCCN1C(=O)S/C(=C\c2ccc(F)cc2)C1=O)c1cccc(S(=O)(=O)N2CCOCC2)c1 | -31.8 | 31.8 | 0.1 | 95.9 | 1.24 | 8.0 | -5.8 | 2.8 | 1 | -0.1
CCCCCOC(=O)C(C)c1c(C)[nH]c(=S)[nH]c1=O (centres undefined) | -1.6 | 1.6 | 3.1 | 97.2 | 1.06 | 0.0 | 0.0 | -6.1 | 1.1 | 0.0
c1ccc2c(CSc3nnc(-c4ccncc4)o3)cccc2c1 | -8.6 | 8.6 | 1.0 | 93.7 | 0.86 | 3.6 | 0.2 | -5.9 | 1.1 | -0.1
CCCCn1c(=N)n(CC(O)COc2ccc(C)cc2)c2ccccc21 (centres undefined) | 10.7 | -10.7 | 0.0 | 87.8 | 1.14 | 4.8 | -0.9 | -1.8 | 1 | -0.3
COc1ccc(CN2CCn3ncc(C(=O)Nc4ccccc4)c3C2=O)cc1 | -11.3 | 11.3 | -8.2 | 105.9 | 1.45 | 10.3 | -1.6 | 0.7 | 1 | -0.1
CCOC(=O)c1cc2[nH]c3ccccc3c2[n+](-c2ccc([N+](=O)[O-])cc2)c1C | -19.1 | 19.1 | -0.4 | 97.5 | 1.17 | 5.3 | 3.1 | -6.7 | 1.1 | -0.3
CC(C)[C@H](NC(=O)[C@H](CC(=O)O)NC(=O)[C@H](CCCCN)NC(=O)[C@@H](N)CCCN=C(N)N)C(=O)N[C@@H](Cc1ccc(O)cc1)C(=O)O | -9.1 | 9.1 | 0.5 | 101.6 | 1 | 4.9 | -3.0 | -5.3 | 1.1 | -0.2
O=C1C2CCCCC2C(=O)N1c1ccc(NC2CCCCC2)c([N+](=O)[O-])c1 (centres undefined) | -4.6 | 4.6 | -0.4 | 104.1 | 1.52 | -1.1 | -1.1 | 0.5 | 1 | -0.2
COc1ccccc1NC(=O)Cc1csc(NC(=O)c2ccccc2)n1 | -12.2 | 12.2 | -0.9 | 96.5 | . | 10.4 | 0.4 | 2.1 | 1 | -0.2
CCCN1CCC(NC(=O)Nc2ccc([N+](=O)[O-])cc2)CC1 | -7.6 | 7.6 | -0.3 | 100.0 | 1.15 | 1.5 | 0.8 | -1.6 | 1 | -0.3
Cc1cc2cc(CN(Cc3ccc4c(c3)OCO4)C(=O)c3cnccn3)c3nnnn3c2cc1C | -8.5 | 8.5 | 0.0 | 102.1 | 0.75 | -2.4 | -1.5 | -4.7 | 1 | -0.5
O=C(Cn1nc(C(F)F)cc1C(F)F)NNC(=S)Nc1ccc([N+](=O)[O-])cc1 | 6.6 | -6.6 | -0.1 | 103.9 | 0.91 | 7.5 | -6.0 | -8.4 | 1.1 | -0.3
Cc1csc(N/N=C/c2ccccn2)n1 | -127.0 | 127.0 | -0.4 | 74.1 | 1.51 | -1.6 | -3.8 | 92.1* | 0.1 | -0.1
CSC1=C(C#N)C(c2ccncc2)C(C(=O)Nc2ccccc2)=C(C)N1 (centres undefined) | -0.5 | 0.5 | -1.2 | 95.3 | 1.43 | 0.1 | -5.7 | -5.5 | 1.1 | 0.0
CN(C)C(=O)c1cc(C(=O)c2ccccc2C(F)(F)F)c[nH]1 | -8.8 | 8.8 | 0.1 | 87.3 | 0.95 | 1.8 | 1.7 | -6.7 | 1.1 | 0.1
Cc1cccc(NC(=O)CCC(=O)OCc2ccc(Br)cc2)c1 | 22.1 | -22.1 | -0.6 | 105.3 | 1.07 | 3.0 | -3.0 | -2.8 | 1 | -0.1
Cc1ccc(Nc2c(-c3ccco3)nc3ccccn23)cc1 | -5.6 | 5.6 | 0.1 | 103.8 | 1.68 | -5.8 | -3.2 | 0.7 | 1 | -0.2
CCOC(=O)c1c(N)sn(-c2ccccc2C)c1=S | -7.5 | 7.5 | -0.5 | 98.3 | 1.24 | 9.2 | -1.7 | -6.0 | 1.1 | 1.2

Ordered by the number under NF-kB expr up (lowest first): some entries from above.
Molecule	NF-kB expr up
O=C(Cn1nc(C(F)F)cc1C(F)F)NNC(=S)Nc1ccc([N+](=O)[O-])cc1	0.91
Cc1cccc(NC(=O)CCC(=O)OCc2ccc(Br)cc2)c1	1.07
CCOC(=O)c1c(N)sn(-c2ccccc2C)c1=S	1.24
CSC1=C(C#N)C(c2ccncc2)C(C(=O)Nc2ccccc2)=C(C)N1 (centres undefined)	1.43
Cc1ccc(Nc2c(-c3ccco3)nc3ccccn23)cc1	1.68
